# Compound activity deposited in PubChem BioAssay by several laboratories.
# HSP90 inh: HSP90 refolding inhibition in rabbit reticulocyte lysate | luciferase refolding luminescence, 3 h | inhibition, % at 5.6 µM | 290,000 compounds, 0.91% hits | AID 1789;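 active = inhibition above the screen-wide mean plus 3 SD, computed separately per campaign, cut at about 16% in these data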;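 note: 0% = DMSO wells and 100% = 60 µM geldanamycin wells; inhibitors lower the luminescence because luciferase stays unfolded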
# PolyA inhibitor: yeast polyadenylation inhibition; 300,000 compounds, 0.02% hits; S. cerevisiae SKY197-pL101 polyadenylation reporter, beta-gal luminescence; efflux-impaired pdr1/pdr3 knockout yeast; score 100 = 6 SD above DMSO; calls only at 12 µM; AID 1875;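 active = lowest replicate activity score at least 50, where 100 means six control SD above control mean; inconclusive = lowest score under 50 but half or more replicates reach 50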;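 note: yeast exposed to compound for 9 h at 30 °C; higher score means more reporter readthrough which indicates perturbed polyadenylation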
# HSF1 inhib: HSF1 inhibition; NIH3T3-HGL HSE-luciferase, MG132-induced, luminescence 8 h; active compounds read low; activity change, negative = inhibition, % at 7.5 µM (by protocol); 300,000 compounds, 0.77% hits;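 active = more than half of replicate wells show activity change below -50%, luminescence cut by over half; inconclusive = some wells, but at most half, below -50%; inactive = no replicate well below -50%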;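 note: luciferase reports HSF-1 transcriptional activity via heat shock element; 0% = median of DMSO wells and -100% = zero luminescence signal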
# Dyrk1A ADPGlo: blocks rat Dyrk1A kinase activity; Q63470; ADP-Glo luminescence, NFATc1 peptide; inhibition, % at 12.5 µM; 310,000 compounds, 0.43% hits; AID 504441; in the data active = inhibition above about 50%;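 note: plate controls were vehicle with enzyme for no effect and no enzyme for full effect; many of its hits are not listed in these tables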
# AI-2 QS mod: Vibrio harveyi AI-2 quorum sensing modulation | Vibrio harveyi JMH597 AI-2 luminescence/OD600 ratio, 9 h; active compounds read low; strain lacks LuxN and CqsS sensors; 0 = neutral-control median | activity change, % at 7.5 µM | 300,000 compounds, 0.4% hits; in the data active = activity change below about -75%, passing the limit was not always enough; inconclusive = no clear call, values can overlap the other calls;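 note: luminescence divided by OD600 gain over 9 h not by final OD600 alone; inactives centre near 13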
# GSK3 alpha inh: inhibitors of human GSK-3 alpha kinase | inhibition, % at 10 µM | P49840 | ADP-Glo luminescence, 60 min | AID 2650 | 320,000 compounds, 0.1% hits;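 in the data active = inhibition above about 50%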;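 note: GST-tagged GSK-3 alpha with peptide substrate and 25 µM ATP; 0% = DMSO neutral wells and 100% = GW8510 positive control wells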
# GSK3B inh: blocks human GSK3beta kinase activity. 300,000 compounds, 0.038% hits. GST-GSK3beta kinase, ADP-Glo luminescence, 60 min; active compounds read low. activity score (negative = inhibition), % at 10 µM. P49841;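 active = more than half of replicate wells score below -50%, meaning over 50% inhibition versus plate controls; inconclusive = some replicates but at most half score below -50%; inactive = no replicate scores below -50%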;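 note: 0% = median DMSO wells and -100% = median GW8510 positive control wells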
# Target sequence (P49841 whole entry, looked up): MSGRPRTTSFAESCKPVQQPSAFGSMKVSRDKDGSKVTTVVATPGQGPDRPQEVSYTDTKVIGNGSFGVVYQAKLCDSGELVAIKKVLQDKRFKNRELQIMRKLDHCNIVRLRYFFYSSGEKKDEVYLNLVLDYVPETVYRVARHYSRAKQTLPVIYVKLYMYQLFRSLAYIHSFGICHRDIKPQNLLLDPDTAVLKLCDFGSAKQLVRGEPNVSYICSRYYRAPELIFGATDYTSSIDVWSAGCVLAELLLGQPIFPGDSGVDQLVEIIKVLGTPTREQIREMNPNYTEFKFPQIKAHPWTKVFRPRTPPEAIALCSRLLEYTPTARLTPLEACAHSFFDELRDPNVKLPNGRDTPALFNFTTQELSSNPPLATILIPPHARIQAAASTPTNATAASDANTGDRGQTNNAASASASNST
#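 Test system – GST-tagged human GSK3beta kinase, cell-free · Incubation – 60 min enzyme reaction, room temperature · Signal – ADP-Glo luminescence · Also added – peptide substrate and ATP at 25 µM · Controls – DMSO neutral wells and GW8510 at 20 µM as positive · Buffer or medium – Tris/MgCl2 kinase buffer · Measure – Luminescence-derived activity versus plate DMSO and GW8510 wells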
# HDAC3 inh: blocks human histone deacetylase 3; recombinant HDAC3, fluorogenic peptide/trypsin coupled, fluorescence; inhibition, % at 8.3 µM; 320,000 compounds, 0.15% hits; AID 2718; in the data active = inhibition above about 26%, passing the limit was not always enough; inconclusive = no clear call, values can overlap the other calls
# Target sequence (O15379 whole entry, looked up): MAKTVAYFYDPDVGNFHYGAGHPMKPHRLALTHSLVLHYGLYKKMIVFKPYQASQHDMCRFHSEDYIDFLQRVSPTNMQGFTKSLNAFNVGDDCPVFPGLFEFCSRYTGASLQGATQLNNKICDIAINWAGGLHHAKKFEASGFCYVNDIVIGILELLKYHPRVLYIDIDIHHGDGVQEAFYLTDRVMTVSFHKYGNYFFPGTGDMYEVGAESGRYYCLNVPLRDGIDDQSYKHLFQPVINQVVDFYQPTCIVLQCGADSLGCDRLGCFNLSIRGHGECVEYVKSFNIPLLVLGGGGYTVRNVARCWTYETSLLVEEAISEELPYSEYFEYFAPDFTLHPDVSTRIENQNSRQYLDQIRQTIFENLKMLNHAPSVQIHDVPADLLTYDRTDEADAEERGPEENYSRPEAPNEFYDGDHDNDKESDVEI
# Platelet DG rel: platelet dense granule release activity | human platelet-rich plasma, SFLLRN dense granule ATP release, luminescence | 300,000 compounds, 0.22% hits | inhibition, %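 (compounds screened at 7.5 µM in platelet-rich plasma)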;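 active = mean replicate score, as percent of positive control, at or above 50; inconclusive = mean below 50 but at least one replicate at or above 50; inactive = mean and every replicate below 50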
# HSF-1 act: increases HSF-1 driven luciferase reporter signal; NIH3T3-HGL HSF-1 luciferase reporter, MG132, 8 h; 100% = twice DMSO control signal; activation, % at 9 µM; 300,000 compounds, 1.7% hits;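 active = mean replicate activation of at least 50% with a set share of replicates each reaching 50%; inconclusive = only one of those two conditions met; inactive = mean below 50% and too few replicates reaching it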;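 note: 0% = median of the neutral control wells and 100% = twice that signal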
# An asterisk follows results filed as active; i = inactive; ? = inconclusive; nt = no result given.
SMILES,HSP90 inh,PolyA inhibitor,HSF1 inhib,Dyrk1A ADPGlo,AI-2 QS mod,GSK3 alpha inh,GSK3B inh,HDAC3 inh,Platelet DG rel,HSF-1 act
Cc1ccc(NC(=O)CCCCCN2C(=O)[C@@H]3Cc4ccccc4CN3C2=O)c(C)c1,3,i,3,nt,4,-6,-9,0,-4,-5
COC(=O)c1cccc2c1NC(=O)C2=O,-1,i,-1,nt,4,-3,1,-3,-3,-2
C=CCC1(CC=C)CCCN1C(=O)CC1C(=O)NCCN1Cc1cccc(OC)c1 (stereo not given),0,i,0,-7,24,0,-3,?,-4,0
Cc1ccc(-n2ncc(C(=O)Nc3cc(Cl)ccc3C)c2C2CCNCC2)cc1C,0,nt,-1,-5,17,1,1,-1,-5,-9
Cc1nc2c(C)cccc2cc1C(=O)N/N=C/c1cccnc1,-2,i,6,12,10,-10,3,-5,-1,32
Cc1ccc(Cn2c(C(C)Nc3nc(-c4ccc(Cl)cc4)cs3)nc3cc(C(=O)NCCCO)ccc32)cc1 (stereo not given),nt,i,24,-4,23,-2,2,5,-1,19
O=C(NC12CC3CC(CC(C3)C1)C2)C1CC(=O)N(c2ccc(Br)cc2)C1 (stereo not given),0,i,-1,-4,2,-1,1,0,0,6
Cc1cc(C)cc(NC(=O)C(=S)NCc2ccccc2)c1,0,i,-5,-6,12,-1,-2,3,-2,15
O=C(CCC(=O)c1cccs1)NCc1cccnc1,7,i,2,-6,23,0,3,0,4,-2
CC(=O)C1=C(O)C(=O)N(CCc2c[nH]c3ccccc23)C1c1ccc(O)cc1 (stereo not given),0,i,-8,37,27,1,0,3,11,-3
O=C(CC12CC3CC(CC(C3)C1)C2)N/N=C/c1ccc([N+](=O)[O-])o1,-1,i,3,0,4,1,-2,2,-11,6
NC(CO)(CO)COCc1ccccc1,-2,i,-3,3,2,-2,-3,5,-4,4
COc1ccccc1/C=C/C(=O)OCC(=O)Nc1cc(C(F)(F)F)ccc1N1CCOCC1,-2,i,0,29,20,nt,1,nt,-4,0
CCn1ccnc1CN(C)Cc1cn[nH]c1-c1ccc(OC)c(F)c1,1,i,-15,1,24,2,-2,-6,1,-5
O=C(Nc1ccc2c(c1)OCO2)c1nn(-c2ccccc2)c(=O)c2ccccc12,7,i,-6,2,30,-5,0,-5,4,-4
Cc1ccccc1NC(=O)CCN1CCN(CCO)CC1,-4,i,-3,1,-6,-1,0,-11,-3,-6
C#CCNC(=O)C1=C[C@@H](c2ccc(Br)cc2)C[C@@H](OCc2ccc(CO)cc2)O1,2,i,-1,4,-4,0,1,-2,-3,-6
CCN(CC)c1ccc(C=Nc2ccccc2)c(O)c1,-1,i,-2,2,17,0,-4,10,8,-9
O=C(O)CSCC(=O)N1CCCN(c2nc3ccc(Cl)cc3s2)CC1,0,i,-1,-5,15,-1,5,1,-3,0
COc1ccc(CN2C(=O)c3ccccc3C2C(=O)NC2CCCCCC2)c(OC)c1 (stereo not given),3,i,0,4,16,nt,-1,nt,-3,28
Cc1ccc2c(c1)C(c1ccccc1)N(C(=O)c1ccc(Br)cc1)CC(=O)N2 (stereo not given),-2,i,18,-4,17,-2,-1,6,5,23
CC(=O)Nc1ccc(OC(=O)N2CCCC2)cc1,-1,i,2,-2,7,-2,4,-2,3,2
CC(C)Oc1ccc(CNC(=O)Cn2c(=O)oc3ccccc32)cc1,-1,i,3,-1,5,-3,1,-1,15,-7
OCCn1c(SCCOc2ccccc2F)nc2ccccc21,-4,i,11,4,20,8,2,-2,-1,16
COC(=O)c1nc2ccccc2s1,-1,i,2,0,11,-1,0,-3,1,0
C/C(=N\NC(=O)c1c(Br)c(C)nn1C)c1cccc(NC(=O)c2ccccc2F)c1,-2,i,11,-3,5,-1,0,0,0,14
O=C(CSc1nnc2ccccn12)c1ccc2c(c1)OCCO2,-1,i,19,1,9,-4,4,12,-5,45
Cc1ccc(C)c(Cn2cnc3c(cnn3C(C)(C)C)c2=O)c1,-3,i,-3,4,9,2,0,-2,4,25
CCC(C)NC(=O)c1cc(OC)c(OC)c(OC)c1 (stereo not given),1,i,-9,-2,34,2,-1,-6,-5,24
Cc1cc(C)c2nc(N3C(=O)C(O)=C(C(=O)c4ccco4)C3c3ccco3)sc2c1 (stereo not given),-3,i,17,-5,57,1,3,4,6,32
COc1cccc(C(=O)Nc2ccc(F)cc2F)c1,3,i,14,6,26,-3,0,0,8,36
O=C(O)Cc1ccc(C(=O)CSc2ccccc2)s1,7,i,-13,26,22,-2,1,1,-3,-10
O=C(COC(=O)CCC(=O)c1cccs1)Nc1ncc(Cl)cc1Cl,-3,i,-2,-6,66,-2,1,nt,0,6
C/C(=N\NC(=O)c1cccc(C)c1)c1ccc(N2CCOCC2)cc1,2,i,6,nt,19,-2,0,?,5,3
COc1cc(CCC(=O)OCC(=O)NCC2CCCCC2)cc(OC)c1OC,-3,i,2,-1,19,5,7,-1,15,-4
COC(=O)C1=CN(C)C=C(C(=O)OC)C1c1ccccc1Cl,-1,i,-19,-1,22,0,2,-100,-6,-23
Cc1cc(C2=NNC(=NCCc3ccccc3)SC2)c(C)n1-c1c(C)n(C)n(-c2ccccc2)c1=O,-1,i,5,-3,3,1,-1,2,0,12
CN(C)S(=O)(=O)c1cccc(-c2nnc3n2CCCCC3)c1,-1,i,-2,4,35,0,2,1,0,-18
O=C(O)CCCCCCCCc1cn(CCc2c[nH]c3ccccc23)nn1,-5,i,0,9,6,-2,0,-2,-3,2
COc1cc(NC(=O)c2nccnc2C(=O)O)cc(OC)c1,0,i,-2,-2,4,-3,2,-2,-28,-2

# Full records from above.
# CC(=O)Nc1ccc(OC(=O)N2CCCC2)cc1 is listed as HSP90 inh: -1; PolyA inhibitor: i; HSF1 inhib: 2; Dyrk1A ADPGlo: -2; AI-2 QS mod: 7; GSK3 alpha inh: -2; GSK3B inh: 4; HDAC3 inh: -2; Platelet DG rel: 3; HSF-1 act: 2
# CC(=O)C1=C(O)C(=O)N(CCc2c[nH]c3ccccc23)C1c1ccc(O)cc1 (stereo not given) is listed as HSP90 inh: 0; PolyA inhibitor: i; HSF1 inhib: -8; Dyrk1A ADPGlo: 37; AI-2 QS mod: 27; GSK3 alpha inh: 1; GSK3B inh: 0; HDAC3 inh: 3; Platelet DG rel: 11; HSF-1 act: -3
# COC(=O)c1nc2ccccc2s1 is listed as HSP90 inh: -1; PolyA inhibitor: i; HSF1 inhib: 2; Dyrk1A ADPGlo: 0; AI-2 QS mod: 11; GSK3 alpha inh: -1; GSK3B inh: 0; HDAC3 inh: -3; Platelet DG rel: 1; HSF-1 act: 0

# Further compounds follow:
SMILES,HSP90 inh,PolyA inhibitor,HSF1 inhib,Dyrk1A ADPGlo,AI-2 QS mod,GSK3 alpha inh,GSK3B inh,HDAC3 inh,Platelet DG rel,HSF-1 act
CN(C)c1oc(/C=C/c2cccs2)nc1S(=O)(=O)c1ccccc1,3,i,9,4,19,1,2,1,1,35
Cc1cccc(NC(=O)CN2C(=O)C(C)Oc3ccccc32)n1 (stereo not given),3,i,-3,2,1,-1,-2,-2,8,-12
CCOC(=O)c1c2c(n(C)c1C)C(=O)C(=O)c1ccc(Br)cc1-2,0,i,5,10,34,11,-19,-4,0,12
OC(CNCc1ccccc1Cl)COc1ccc(F)cc1 (stereo not given),-1,i,8,1,16,0,-1,7,-3,25
CC(=O)c1cccc(CN2CCN(CC=C(C)C)C(CCO)C2)c1 (stereo not given),3,i,3,-2,21,nt,0,nt,8,-11
Cc1cc(NC(=O)CN2CCC(n3nnc4cc(C(F)(F)F)ccc43)CC2)no1,-2,i,1,8,0,-3,3,-3,16,-14
O=C(O)c1ccccc1-c1ccccc1C(=O)Nc1cccc(O)c1,0,i,-13,-3,1,-1,1,-9,8,-1
N#Cc1nc(-c2ccco2)oc1N1CCc2ccccc2C1,3,i,5,-3,15,-2,-4,-10,3,6
CCN(CC(=O)Nc1cc(Cl)ccc1C)c1ncnc2sc(C)c(C)c12,0,i,-1,-1,43,-1,-2,4,-5,6
COc1ccc(N2C(=O)CC(Nc3cccc([N+](=O)[O-])c3)C2=O)cc1 (stereo not given),5,i,3,-3,-5,9,4,4,6,-2
CN1CCN(C(=O)CN(C2CCCCC2)S(=O)(=O)c2ccccc2)CC1,2,i,0,0,1,nt,2,nt,-1,14
O=C(O)CCC(=O)NNC(=O)CCCOc1ccc(Cl)cc1Cl,7,i,5,-2,27,-3,1,-2,-27,-1
Cc1cccc(C)c1OCCSc1n[nH]c(N)n1,5,i,-9,-3,25,2,0,-3,-11,-22
CC(NC(=O)c1cccc(S(=O)(=O)N2CCN(Cc3ccccc3)CC2)c1)c1ccc(Br)cc1 (stereo not given),-2,i,20,nt,10,1,2,9,6,24
COc1ccc(S(=O)(=O)N(C)c2ccc(C(=O)NCc3ccncc3)cc2)cc1,0,i,-3,13,-5,-1,2,3,8,14
COc1ccc2cc3cc(C(=O)NCCCN4CCC(C)CC4)oc3nc2c1,-2,i,0,53*,49,8,nt,-358,-9,13
CCN(C(=O)COC(=O)/C=C/c1ccc(S(=O)(=O)N2CCc3ccccc32)cc1)C1CCS(=O)(=O)C1 (stereo not given),-4,i,12,6,1,-4,1,3,-5,32
COc1cccc(CCNC(=O)CC2C(=O)NCCN2Cc2ccc(Cl)c(F)c2)c1 (stereo not given),1,i,0,-2,13,0,0,10,18,-4
CCOC(=O)c1sc(NC(C)=O)cc1C,1,i,9,9,6,-3,0,5,8,38
CCOC(=O)c1c(C)n(C)c2ccc(OC(=O)c3ccco3)cc12,-3,i,-1,2,32,-2,-1,3,-1,1
O=C(CCN1C(=O)C2C3CC(C(Br)C3Br)C2C1=O)OCC(=O)c1cccc([N+](=O)[O-])c1 (stereo not given),-4,i,15,-2,6,-1,2,1,3,45
NC(=O)c1c(N)sc(=S)n1CC1CCCO1 (stereo not given),0,i,-6,12,7,0,-13,-1,-8,-27
O=C(c1cc(=O)c2ccccc2o1)N1CCN(c2ccccc2F)CC1,-1,i,-1,6,30,1,-4,-3,-7,1
COc1ccc(OCC(=O)NNc2nc3ccccc3s2)cc1,5,i,-28,0,30,-1,3,-6,-6,-26
N#C/C(=C\c1ccc(-c2ccccc2[N+](=O)[O-])o1)C(=O)N1CCOCC1,5,i,5,-3,13,0,1,6,1,24
COc1cc([N+](=O)[O-])cc(/C=N/NC(=O)c2ccc(C)nc2)c1O,-2,i,-17,0,8,-4,-2,1,-5,-13
N#Cc1cc(C#N)c(SCC(=O)NCC2CCCO2)nc1N (stereo not given),2,i,-12,-1,10,1,0,-2,-1,5
CC1(C)CC(=O)/C(=C(/O)CCCN2C(=O)c3ccccc3C2=O)C(=NC(C)(C)C)C1,-1,i,-10,-1,22,-2,-2,-8,9,6

# Some of the compounds tested; rates above refer to the full screens.
